Assay outcomes as filed in PubChem.
LDHA inh – LDHA (human) enzyme inhibition; activity change, % (values are at about 110 or 230 µM); purified LDHA, NADH/diaphorase-resazurin fluorescence; stronger effect = lower value; P00338; 0.15% of 480,000 active; AID 1347041; in the data active = activity change below about -30%; inconclusive = mostly about -25% to -30%;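 note: plate controls were DMSO wells for no effect and wells without enzyme for full effect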
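Remaining NADH was detected by diaphorase (0.133 mg/mL) converting 37 µM resazurin to fluorescent resorufin, read at 0 and 20 minutes. The preceding 5-minute room-temperature reaction used 2 nM LDHA, 0.2 mM sodium pyruvate and 0.06 mM NADH at pH 7.4.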
USP1-UAF1 inh – blocks the human USP1/UAF1 deubiquitinase complex. Potency, µM (doses to about 57.1 µM), inactives show top-dose activity change, negative = inhibition, actives largely listed as inhibitors. recombinant USP1/UAF1, Ub-Rhodamine cleavage fluorescence. O94782. 0.23% of 390,000 active; note: potency is the fitted concentration of half-maximal effect; % is set by controls: 0 for no effect and ±100 for the full control effect; nearly all actives have a fitted effect of over 60% in size; inactives centre near -12
Target sequence (O94782 whole entry, looked up): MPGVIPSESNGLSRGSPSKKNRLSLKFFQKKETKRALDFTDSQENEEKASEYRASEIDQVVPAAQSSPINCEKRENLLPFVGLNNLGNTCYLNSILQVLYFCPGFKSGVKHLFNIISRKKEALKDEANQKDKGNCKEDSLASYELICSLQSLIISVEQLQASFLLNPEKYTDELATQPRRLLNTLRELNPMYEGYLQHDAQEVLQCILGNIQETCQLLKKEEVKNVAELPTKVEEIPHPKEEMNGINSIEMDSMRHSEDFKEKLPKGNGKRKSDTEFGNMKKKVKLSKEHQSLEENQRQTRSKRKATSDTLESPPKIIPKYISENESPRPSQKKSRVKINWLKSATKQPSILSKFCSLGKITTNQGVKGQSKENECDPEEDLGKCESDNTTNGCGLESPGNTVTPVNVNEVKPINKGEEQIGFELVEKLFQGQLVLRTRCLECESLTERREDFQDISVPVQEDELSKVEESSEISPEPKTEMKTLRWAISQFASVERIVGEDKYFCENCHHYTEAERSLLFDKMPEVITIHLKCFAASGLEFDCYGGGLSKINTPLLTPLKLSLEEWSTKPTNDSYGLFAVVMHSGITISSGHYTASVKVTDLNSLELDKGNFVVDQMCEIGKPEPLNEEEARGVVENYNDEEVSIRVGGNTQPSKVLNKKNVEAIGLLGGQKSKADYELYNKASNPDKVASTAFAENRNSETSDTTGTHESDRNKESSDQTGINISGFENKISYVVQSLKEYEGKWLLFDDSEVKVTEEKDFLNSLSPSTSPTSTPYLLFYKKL
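USP1/UAF1 complex at 1 nM was preincubated with compound for 15 min at room temperature, then Ub-Rho substrate (150nM final) was added. Fluorescence (480/540 nm) was read kinetically, 6 reads every 60 seconds.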
GRP78 ERSR act – ER stress response induction in glioma; 0.02% of 420,000 active; U87-MG GRP78 promoter luciferase reporter, 16 h; AID 602332; Potency, µM, inactives show at the highest dose activation, actives largely listed as activators; note: potency is the fitted concentration of half-maximal effect; series mostly up to about 76 µM; % of control where 0% means no effect; nearly all actives have a fitted effect of over 35% in size
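Stably transfected U87-MG human glioma cells carrying a GRP78-based luminescent sensor were seeded at 1000 cells/well, pin-dosed with compounds and incubated 16 h. Luciferase reagent was then added, and end-point luminescence was read after 10 min at room temperature.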
mIDH1 inhibitor – blocks human mutant IDH1 R132H enzyme; IDH1-R132H enzyme, NADPH consumption, diaphorase/resazurin fluorescence; Potency, µM (highest dose often 76.6 µM), for inactives: at the highest dose activity change, negative = inhibition, usual class: inhibitors; 0.093% of 390,000 active; AID 602179; note: potency is the fitted concentration of half-maximal effect; % is set by controls: 0 for no effect and ±100 for the full control effect; nearly all actives have a fitted effect of over 65% in size
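IDH1-R132H (0.5 ug/mL) preincubated 30 min with compound, then NADPH (0.016 mM) and alpha-KG (2 mM) added; 80 min at RT, pH 7.5. Remaining NADPH coupled via diaphorase/resazurin to fluorescence (540/590 nm); concentration-response curves normalized to no-enzyme control.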
PI4K2A inh – inhibitors of human PI4K2A | Q9BTU6 | purified PI4K2A, ADP-Glo luminescence, 1 h; stronger effect = lower value | activity change, negative = inhibition, % at 76.9 µM | 0.13% of 420,000 active | AID 1346378; in the data active = activity change below about -50%; inconclusive = mostly about -30% to -49%;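 note: -100% = wells without enzyme as full effect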
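PI4K2A activity was measured by ADP-Glo luminescence: enzyme (4 ug/mL stock) and phosphatidylinositol (1.2 mM stock) in Tris pH 7.5/MgCl2/EGTA/Triton X-100 buffer were reacted with ATP (300 microM stock) for one hour at ambient temperature.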
Vif-APOBEC3F blk – Vif-A3F binding inhibition | HeLa A3F-eYFP + Vif (tagged APOBEC3F with the HIV-1 protein that degrades it), YFP fluorescence increase | Potency, µM (doses to about 46.1 µM), without a hit: at the highest dose activity, negative = active | 0.2% of 390,000 active; note: potency is the fitted concentration of half-maximal effect; % of control where 0% means no effect; nearly all actives have a fitted effect of over 65% in size
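HeLa cells stably expressing Vif plus C-terminally eYFP-tagged A3F were seeded, incubated overnight at 37 deg C, dosed with compound, incubated overnight again at 37 deg C. Yellow fluorescence (Ex 488/Em 500-530) reported blocked Vif-mediated A3F-eYFP degradation.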
Vif-A3G inh – inhibitors of Vif-APOBEC3G interaction. Q9HC16. HeLa A3G-eYFP + Vif (tagged APOBEC3G with the HIV-1 protein that degrades it), YFP fluorescence, overnight. Potency, µM (top dose mostly 46.1 µM), without a hit: at the highest dose activity, negative = active, most hits filed as inhibitors. 0.076% of 410,000 active;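 note: potency is the fitted concentration of half-maximal effect; % is set by controls: 0 for no effect and ±100 for the full control effect; nearly all actives have a fitted effect of over 60% in size; hits raise eYFP signal because A3G escapes Vif-driven loss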
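Read-out is eYFP fluorescence (Ex 488/Em 500-530) from Vif-expressing HeLa A3G-eYFP cells; more signal means A3G escaped Vif-mediated degradation. Cells plated overnight, compound pinned in, incubated overnight at 37 deg C.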
TrxR1 substrate – rat thioredoxin reductase 1 substrate activity; 0.01% of 390,000 active; Potency, µM (top dose mostly 114 µM), for the others: at the highest dose activity change, negative = substrate turnover; purified TrxR1 substrate turnover, NADPH consumption readout; AID 588456; O89049; note: potency is the fitted concentration of half-maximal effect; % is set by controls: 0 for no effect and ±100 for the full control effect; nearly all actives have a fitted effect of over 50% in size
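Rat TrxR1, dispensed at 90 nM, was prereduced with 400 uM NADPH (final) for 5 min at ~22 deg C, then incubated with compound 15 min before 400 uM selenite. A first-read NADPH fluorescence drop versus no-compound background flagged substrates.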
RXFP1 agonist – agonists of human relaxin receptor RXFP1 | Q9HBX9 | HEK293T-RXFP1 cAMP TR-FRET, 30 min; response scale: percent of porcine relaxin response, buffer zero | Potency, µM (top dose mostly 57.5 µM), for inactives: at the highest dose activation, actives largely listed as activators | 0.3% of 370,000 active | AID 2676; note: potency is the fitted concentration of half-maximal effect; % is set by controls: 0 for no effect and ±100 for the full control effect; nearly all actives have a fitted effect of over 60% in size; many of its hits are not listed in these tables
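cAMP rise read by TR-FRET after 30 min, 37C compound exposure (up to 58 uM) in RXFP1-transfected HEK293 cells with Ro 20174 present. EC50 from Hill-equation fits, with 29 nM porcine relaxin as 100% and buffer as basal.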
An asterisk follows results filed as active; ? = inconclusive; / = no result given; & = joins results of further samples; [ ] = remark or other dose. Unless noted, calls come from the whole dose curve; as a rule, active = well fitted curve in the direction sought with a large enough effect; inconclusive = small, poorly fitted or top-dose-only effect, or another doubt; inactive = no such curve, though single readings can be large; an effect the other way counts as inactive or inconclusive. An excerpt (hit frequency here may not be typical).

SMILES	LDHA inh	USP1-UAF1 inh	GRP78 ERSR act	mIDH1 inhibitor	PI4K2A inh	Vif-APOBEC3F blk	Vif-A3G inh	TrxR1 substrate	RXFP1 agonist
O=C(c1noc2c1CCCC2)N1CCN(Cc2ccccc2)CC1	-2.5	-11.1%	2.4%	4.0%	-3.9	-5.5%	-1.3%	4.4%	1.4%
C[C@H]1COC(=O)[C@@H](Cc2ccc(F)cc2)C/C=C\C[C@@H](CC(=O)NCCO)C(=O)N1	-4.3	-2.4%	-3.5%	7.1%	-6.2	3.1%	0.9%	5.4%[57.1 µM]	/
O=C(Nc1ccc(S(=O)(=O)N2CCN(c3ccccc3)CC2)cc1)c1cccs1	-7.2	-26.6%	-3.4%	-0.7%	1.9	-2.6%	0.6%	9.4%	-1.3%
CCN(CC(=O)Nc1cc(Cl)ccc1C)C(=O)CCS(=O)(=O)c1ccc(C)cc1	-7.4	-5.5%	-5.6%	14.6%	-0.7	-2.9%	-28.3%	-9.0%	3.1%
Cn1c(SCC(=O)Nc2ccccc2)nnc1-c1ccc2nonc2c1	-1.7	-18.3%	0.5%	0.0%	-3.4	7.9%	-9.3%	3.0%	1.9%
CCn1c(C)cc(C(=O)CN2C(=O)c3ccccc3S2(=O)=O)c1C	0.1	-6.3%	-11.0%	7.2%	3.5	-20.6%	0.1%	-9.1%	0.2%
O=C(Cn1c(=O)nc(-c2ccccc2)c2cc(Cl)ccc21)NCCc1ccccc1	-6.5	-17.2%	-3.5%	-16.3%	0.8	-4.7%	7.7%	5.6%[57.1 µM]	5.4%
Cc1cccc(Nc2ncnc(N)n2)c1	-3.5	-15.6%	0.4%	-4.3%	-2.1	-9.7%	-0.3%	4.9%[57.1 µM]	-2.6%
CNC(=O)c1ccsc1NC(=O)CCS(=O)(=O)c1ccc(F)cc1	-4.2	-12.9%	-1.5%	-4.2%	2.0	-18.2%	-10.0%	-1.2%	-0.3%
Cc1ccc(SCC(=O)NN2C(=O)c3ccccc3C2=O)cc1	-2.8	-5.3%	-0.8%	1.3%	-4.8	-4.3%	-1.3%	3.3%[57.1 µM]	3.3%
O=C(Nc1ccc(N2CCCC(O)C2)cc1)c1snc2c(=O)[nH]cnc12 (centres undefined)	-15.6	?	2.6%	-0.1%	-11.8	-3.1%	1.3%	12.4%	-3.7%
COc1ccc(CC(=O)Nc2ccc(S(=O)(=O)Nc3nc(C)cc(C)n3)cc2)cc1	-5.7	-18.8%	-6.5%	0.9%	1.3	0.0%	-0.4%	7.5%	0.0%
Cc1cc(OCC(=O)NNC(=O)c2ccncc2)ccc1C(C)C	-0.9	-13.4%	-1.1%	1.5%	-1.1	3.6%	0.8%	3.4%	1.0%
Cc1ccc(NC(=O)NC(=O)N(c2ccccc2)S(C)(=O)=O)cc1	-4.3	-4.1%	3.5%	4.5%	7.5	-10.9%	1.1%	-1.7%[57.1 µM]	-1.5%
CCCCSc1nc(C)cc(NC(=S)Nc2ccc(OC)cc2)n1	-15.9	-13.7%	-6.3%	-0.2%	-1.1	-7.3%	-2.5%	-2.1%[57.1 µM]	0.2%
COc1ccc(Cc2nnc(NC(=O)c3ccc(Cl)c([N+](=O)[O-])c3)s2)cc1	0.0	-24.6%	0.6%	-0.7%	2.4	-0.2%	1.7%	1.2%	-3.7%
O=c1c(Cc2ccccc2O)c(O)nc2n1CCCS2	0.7	-20.8%	-1.6%	15.4%	6.5	-4.6%	-5.2%	5.8%[57.1 µM]	-0.1%
CSc1nc(Oc2ccc(=O)n(C)n2)nc(N(C)C)n1	0.3	-2.2%	-5.0%	8.8%	-2.1	-2.6%	0.2%	-3.7%	1.8%
COc1cccc2cc(NC(=O)C3CCCCC3)c(=O)oc12	-4.6	-3.7%	8.3%	-3.2%	6.5	-11.8%	0.6%	39.3%[activator]	-2.9%
Cc1ccc(CNC(=O)c2cc(C3CC3)nc3c2cnn3C(C)C)cc1	-2.4	-0.2%	-3.6%	4.5%	-3.3	-12.6%	-4.4%	16.6%	-1.5%
CCOC(=O)C1=C(C)N=C2SC(C(=O)OC)=CC(=O)N2C1c1cccc(OC)c1 (centres undefined)	1.2	-9.2%	-3.5%	-1.4%	0.6	-4.8%	1.1%	-19.8%	-0.5%
COc1ccc(Br)c(C(=O)NCCC(C)C)c1	-0.1	-1.1%	-3.7%	11.7%	-3.3	2.2%	-3.5%	-12.3%	4.5%
c1ccc2c(c1)c1c3n2CCNC3CCC1 (centres undefined)	3.1	-12.3%	-2.5%	10.8%	1.2	-0.5%	0.0%	9.6%	0.6%
COc1cnn(-c2ccc(C)cc2)c(=O)c1Cl	1.2	-17.1%	0.8%	3.2%	1.8	7.0%	1.5%	4.3%	0.4%
CCc1ccc(OCC(=O)NCCOc2ccccc2)cc1	-3.8	-9.6%	7.8%	6.9%	-2.2	2.9%	1.3%	2.7%	0.4%
COc1cc(CC(=O)Nc2ncc(C)s2)cc(OC)c1OC	3.5	-15.7%	2.3%	6.2%	-10.7	-10.8%	2.1%	234.6%[activator]	-0.5%
Cc1cccc(Cn2ccc(NC(=O)c3cccnc3)n2)c1	-3.5	-14.4%	2.6%	6.3%	3.7	1.6%	1.4%	?	-1.9%
Cc1ccc([C@@H]2C[C@H]3[C@@H](CN2S(=O)(=O)c2ccc(Cl)cc2)C(=O)C[C@@H](c2cccc(Cl)c2)N3S(=O)(=O)c2ccc(C)cc2)cc1	-7.0	-9.1%	-4.6%	3.5%	-5.9	-13.3%	0.0%	/	/
CC1CCCCN1C(=O)c1cc(S(=O)(=O)N2CCCCC2)c[nH]1 (centres undefined)	0.1	-3.5%	2.4%	0.2%	-4.8	5.4%	-0.9%	3.9%	-2.5%
Cc1ccc(S(=O)(=O)NC(Cc2ccc(Cl)cc2)C(=O)O)cc1 (centres undefined)	-2.6	-10.2%	-6.9%	-1.4%	-5.4	-0.7%	2.4%	-7.2%	4.1%
COc1cc(CNC2CCCC2)c(Br)cc1OCc1ccccc1	-0.9	?	-3.2%	9.7%	-6.7	-10.9%	3.6%	-14.5%[57.1 µM]	0.5%
O=C(Nc1cnn(Cc2ccc(Cl)cc2)c1)C1CCCC1	0.3	-0.9%	-0.7%	1.2%	-1.3	-0.9%	-1.3%	-0.9%	-0.5%
O=C(NCc1ccc(N2CCCC2=O)cc1)Nc1cccc2ccccc12	0.6	4.9%	-4.5%	-3.8%	-1.1	/	-2.9%	3.4%	1.1%
COc1ccc(NS(=O)(=O)c2cc(NC(=O)c3cnccn3)ccc2OC)cc1Br	-2.4	-17.1%	-5.8%	9.4%	-0.3	10.3%	-19.7%	-9.5%	0.4%
COc1ccc(NC(=O)[C@@H]2CC=C[C@@H]3CCN(Cc4ccc(Cl)c(Cl)c4)C(=O)[C@@H]32)cc1	-1.4	-9.3%	-4.2%&-2.7%	2.5%[38.3 µM]	1.5	6.0%	-17.5%&-12.6%	-5.9%&-6.4%	/
CC(C)CN1CCC(CNC(=O)CCc2nnc(Cc3c[nH]c4ccccc34)o2)CC1	-1.6	-9.0%	0.4%	14.3%	-0.2	-7.8%	-6.2%	1.3%	-1.0%
COc1ccc(Cl)cc1NC(=O)CSc1cc(C)[nH]c(=O)n1	-1.9	-25.3%	-1.3%	3.1%	-0.6	2.5%	-5.1%	-6.4%[57.1 µM]	-0.3%
Cc1cccc(-n2cc(-c3ccccc3)c3c(N4CCC(C)CC4)ncnc32)c1	-2.7	-23.2%	-1.4%	-9.9%	-2.9	0.2%	-1.5%	-1.9%[57.1 µM]	2.6%
CS(=O)(=O)c1ccc(-c2sc3cc4c(cc3c2C(=O)NN2CCOCC2)OCO4)cc1	-2.4	12.8%	1.1%	0.5%	1.0	0.7%	0.9%	58.6%[activator]	/
N=c1n(CC(=O)c2ccc(Br)s2)c2ccccc2n1Cc1ccccc1	-5.4	-14.6%	-5.2%	3.5%	3.7	-4.4%	-20.6%	8.4%	8.0%
COc1ccc(S(=O)(=O)N(CC(=O)NCc2ccccn2)Cc2ccccc2)cc1	-8.0	-5.3%	2.4%	9.0%	-3.6	7.0%	-3.3%	-5.2%[57.1 µM]	0.4%
O=C(Nc1ccc(SC(F)(F)F)cc1)c1ccccn1	-9.8	-20.0%	-7.1%	12.0%	-5.0	-6.2%	1.9%	-9.2%[57.1 µM]	-1.1%
O=C(/C=C/c1cccs1)NC1CCS(=O)(=O)C1 (centres undefined)	1.0	-6.8%	-1.9%	2.1%	2.0	-4.2%	-1.5%	-0.8%[57.1 µM]	-0.9%
O=C(COc1ccc(-c2nnco2)cc1)Nc1c(Cl)cccc1C(F)(F)F	-1.2	-13.5%	-3.7%	3.9%	1.6	8.9%	-8.0%	-8.3%	1.6%
O=c1[nH]c(/C=C\c2cccs2)nc(O)c1[N+](=O)[O-]	-6.0	-16.2%	-6.4%	-5.7%	-0.7	-0.9%	-2.2%	-7.5%[57.1 µM]	3.7%
COCc1cc(C)nc(N2CCN(c3ccccc3)CC2)c1C#N	0.2	-26.4%	0.6%	4.9%	-0.2	-8.4%	-4.4%	4.8%	4.0%
